# VLA-4 inh – inhibition in a human VLA-4 binding assay; P13612; inhibition, % (about 7 µM as worked out from the volumes in the protocol); 330,000 compounds, 0.2% hits; VLA-4 expressing cells, ligand binding flow cytometry; in the data active = inhibition above about 50%
# CIT2 TOR yeast – modulators of TOR pathway CIT2-GFP in S. cerevisiae. 320,000 compounds, 0.065% hits. S. cerevisiae CIT2-GFP strain, flow cytometry, 3 h; 100 means same as DMSO wells. GFP response vs DMSO, % at 10 µM;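 active = GFP response relative to DMSO above a set limit, near the screen mean plus 3 SD, cut at about 150% in these data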;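 note: ratio of well median GFP fluorescence to mean of DMSO wells on the plate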
# MEX-5 binding – C. elegans MEX-5 TCR-2 RNA binding activity. Q9XUB2. MEX-5/FITC-TCR2 RNA binding, fluorescence polarization; hits give low values. activity score (negative = inhibition of binding), % at 10 µM. 300,000 compounds, 0.38% hits. AID 1832;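 active = inhibition past about -25% in most replicates, and total fluorescence under double the plate's negative control median, limit read from the data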;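 note: 0% = DMSO and -100% = 5 µM competing unlabeled TCR2 RNA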
# MCL1 BIM primary – inhibitors of human MCL1 binding to BIM-BH3 peptide. GST-MCL1 / FITC-Bim-BH3 fluorescence polarization. 320,000 compounds, 0.68% hits. AID 2057. inhibition, % at 10.9 µM;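 active = inhibition above the mean inhibition of all tested compounds plus 3 SD, set per campaign, cut at about 40% in these data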;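 note: 0% = DMSO wells and 100% = unlabeled Bim-BH3 peptide control; higher means more loss of mP so more displacement of Bim peptide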
# AGP1-GFP MLPCN – alters AGP1-GFP fluorescence in TOR pathway yeast screen | S. cerevisiae AGP1-GFP multiplex flow cytometry, 3 h; GFP as percent of DMSO wells | GFP response vs DMSO, % at 10 µM | 320,000 compounds, 0.02% hits;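 active = GFP response relative to DMSO above a set limit, near screen average plus 3 SD, cut at about 150% in these data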;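 note: median GFP channel fluorescence of the gated AGP1 strain per well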
# GLD-1 RNA inh – GLD-1-TGE RNA interaction inhibition (C. elegans) | purified GLD-1 + fluorescein TGE RNA, fluorescence polarization | inhibition, % at 5.96 µM | 320,000 compounds, 0.44% hits | AID 2280;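 active = percent inhibition above a per-plate cutoff, the plate mean of test compounds plus 3 SD, cut at about 30% in these data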;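 note: 0% = DMSO wells with GLD-1 and probe and 100% = wells lacking GLD-1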
# BCLXL inh – Bcl-xL (human) inhibition; Q07817; GST-Bcl-xL / FITC-Bim BH3 peptide fluorescence polarization; inhibition, % at 10.9 µM; 320,000 compounds, 0.7% hits; AID 2129;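 active = inhibition above the mean of all tested compounds plus 3 SD, cutoff set per campaign, cut at about 30% in these data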;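 note: 0% = DMSO wells and 100% = unlabeled Bim-BH3 peptide competitor; inhibitors lower millipolarization by displacing the labeled peptide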
# Target sequence (Q07817 whole entry, looked up): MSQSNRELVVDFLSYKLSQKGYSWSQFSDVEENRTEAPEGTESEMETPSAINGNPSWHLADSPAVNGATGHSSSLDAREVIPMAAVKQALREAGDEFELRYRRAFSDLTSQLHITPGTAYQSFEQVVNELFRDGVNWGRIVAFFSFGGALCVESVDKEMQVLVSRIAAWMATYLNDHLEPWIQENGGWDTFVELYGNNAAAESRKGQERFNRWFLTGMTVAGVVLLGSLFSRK
# GRK2 inh – blocks RNA aptamer binding to human GRK2; P25098; bead flow cytometry, FAM-aptamer displacement from GRK2; inhibition of aptamer binding, % at 10 µM; 330,000 compounds, 0.59% hits; AID 488847;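 active = inhibition of aptamer binding above 40%, roughly 3 SD of noise, on plates passing a quality check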;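 note: median bead fluorescence of bound FAM aptamer so fluorescent compounds give negative values; no value below 0 was filed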
# Target sequence (P25098 whole entry, looked up): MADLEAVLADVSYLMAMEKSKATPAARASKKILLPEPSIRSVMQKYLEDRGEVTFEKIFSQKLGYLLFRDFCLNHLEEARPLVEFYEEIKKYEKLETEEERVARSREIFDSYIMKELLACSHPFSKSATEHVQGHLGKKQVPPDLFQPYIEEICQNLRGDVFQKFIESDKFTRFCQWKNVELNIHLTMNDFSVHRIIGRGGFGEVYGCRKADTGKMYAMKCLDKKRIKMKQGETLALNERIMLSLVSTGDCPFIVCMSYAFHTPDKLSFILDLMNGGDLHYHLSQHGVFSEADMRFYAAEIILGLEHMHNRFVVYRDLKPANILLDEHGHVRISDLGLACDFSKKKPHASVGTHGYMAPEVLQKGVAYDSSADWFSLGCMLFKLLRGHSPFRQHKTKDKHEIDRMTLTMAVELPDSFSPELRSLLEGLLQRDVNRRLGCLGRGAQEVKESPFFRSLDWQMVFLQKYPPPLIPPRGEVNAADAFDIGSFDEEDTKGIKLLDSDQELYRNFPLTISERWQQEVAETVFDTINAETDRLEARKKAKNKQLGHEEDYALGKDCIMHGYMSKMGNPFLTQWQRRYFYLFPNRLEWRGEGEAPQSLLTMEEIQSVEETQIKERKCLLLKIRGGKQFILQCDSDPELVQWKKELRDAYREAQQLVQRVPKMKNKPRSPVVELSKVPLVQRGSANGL
# Fam108B inh – Fam108B inhibition, counter-screen for RBBP9 inhibitors. 300,000 compounds, 0.33% hits. recombinant Fam108B, FP-Rh probe fluorescence polarization. inhibition, % at 9.51 µM;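 active = inhibition above the screen mean inhibition plus 3 SD, computed separately per campaign, cut at about 18% in these data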;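 note: inhibitors lower polarization as less probe binds the enzyme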
# * marks the source's active call; other numbers are inactive results; / = no result given.
1: CC1CCC(C(C)C)C(OCC(O)C[N+]2(C)CCCCC2)C1 (stereo unspecified)
2: Cc1[nH]c2ccccc2c1C(=O)CSc1n[nH]c(N)n1
3: CC(C)(C)n1nnnc1C(c1ccc(F)cc1)N(Cc1ccc(F)cc1)Cc1ccco1 (stereo unspecified)
4: CC(OC(=O)c1ccccc1)C(=O)NCc1ccco1 (stereo unspecified)
5: CCOC(=O)c1ccc2c(c1)NC(=O)C(N1CCN(c3ccc(OC)cc3)CC1)S2 (stereo unspecified)
6: NS(=O)(=O)c1ccc(CNC(=O)/C=C/c2ccc(Cl)c(Cl)c2)cc1
7: CCOC(=O)C[C@H]1c2ccccc2S(=O)(=O)N1c1cccc(OC)c1
8: O=C(CCC(=O)NNC(=O)COc1ccc(Br)cc1Br)NCc1ccccc1
9: Cc1ccc(C(=O)Nc2cccnc2)cc1S(=O)(=O)N1CCCCC1
10: CCNc1nc(Nc2ccc(C)c(Cl)c2)c2cnn(C)c2n1
entry no.	1	2	3	4	5	6	7	8	9	10
GLD-1 RNA inh	-1	-6	8	3	3	-2	9	7	-3	8
AGP1-GFP MLPCN	98	105	92	101	104	110	87	110	100	82
CIT2 TOR yeast	92	99	88	104	99	94	94	95	107	96
Fam108B inh	-1	-6	-1	/	3	6	-4	-5	2	13
BCLXL inh	-10	8	7	/	4	6	8	4	6	7
MEX-5 binding	-2.1	-3.1	1.5	/	2.4	-1.7	-1.5	-0.6	1.0	-1.8
MCL1 BIM primary	-27	8	5	/	3	6	8	7	6	3
GRK2 inh	0	0	5	1	0	0	2	2	0	0
VLA-4 inh	7	15	6	-2	-5	7	-3	-4	-13	5

11: CCN(CC)c1ccc(C(=O)NNC(=O)c2ccc3c(=O)n4c(nc3c2)CCC4)cc1
12: CC(C)Oc1cccc(C(=O)C2CCCN(Cc3cnc(N4CCCC4)s3)C2)c1 (stereo unspecified)
13: CCc1ccc(N2CC34C=CC(O3)C(C(=O)OC(C)C)C4C2=O)cc1 (stereo unspecified)
14: OCCNc1nc(N2CCN(Cc3ccccc3)CC2)nc2ccccc12
15: COc1cccc(C(=O)Nc2cc(OC)ccc2NC(=O)c2ccco2)c1
16: CNS(=O)(=O)c1cc(-c2nnc(Nc3ccc(CC(N)=O)cc3)c3ccccc23)ccc1C
17: COc1ccc(NC(C)C(=O)N2CCN(Cc3ccccc3)CC2)cc1 (stereo unspecified)
18: CN(C)S(=O)(=O)c1ccc2nnn(OCC(=O)NC3CCS(=O)(=O)C3)c2c1 (stereo unspecified)
19: CN(C(=O)CN1C(=O)/C(=C/c2ccc(Cl)cc2)SC1=S)C1CCS(=O)(=O)C1 (stereo unspecified)
20: Cc1ccc(Nc2ncnc3sc(C)c(C)c23)cc1
entry no.	11	12	13	14	15	16	17	18	19	20
GLD-1 RNA inh	4	1	5	-1	3	-1	2	1	-3	5
AGP1-GFP MLPCN	105	99	102	92	109	133	86	98	109	89
CIT2 TOR yeast	96	/	96	102	98	101	89	102	107	88
Fam108B inh	/	0	-1	-5	-6	1	-1	/	2	-1
BCLXL inh	3	2	-1	8	2	5	2	4	1	3
MEX-5 binding	/	2.5	0.9	-0.6	1.7	0.8	2.9	/	-1.2	-0.2
MCL1 BIM primary	12	-1	3	5	-1	4	-2	11	10	-1
GRK2 inh	0	4	0	4	1	0	3	0	2	0
VLA-4 inh	10	5	-14	-7	-6	-13	4	10	13	15

21: CCOC(=O)N1CCN(CCC(=O)c2ccc(Cl)cc2)CC1
22: O=C(COC(=O)c1cn(-c2ccccc2)nc1-c1cccnc1)NC1CC1
23: O=c1oc2ccccc2n1CCc1ccccc1
24: CC1CN=C(N(C(=O)Nc2ccccc2)c2ccc(S(=O)(=O)N3CCOCC3)cc2)S1 (stereo unspecified)
25: CC(C)C[C@H]1CN=C(N(C)C)N1CCCCc1ccccc1
26: Nc1nc(CSC(=S)N2CCOCC2)nc(Nc2ccc(F)cc2)n1
27: O=C(Nc1ccc(Cl)c(Cl)c1)C1C2C=CC3(O2)C1C(=O)N(CCN1CCCCC1)C3C(=O)NC1CCCCC1 (stereo unspecified)
28: CC(=O)NC(Cc1c[nH]c2ccccc12)C(=O)N1CCN(S(=O)(=O)c2ccccc2)CC1 (stereo unspecified)
29: Cc1[nH]c2ccc(C(=O)OC(C)C(=O)NCc3ccccc3)cc2c1C (stereo unspecified)
30: Cc1ccc(S(=O)(=O)N2CCOCC2)c(C)c1-n1cnnn1
entry no.	21	22	23	24	25	26	27	28	29	30
GLD-1 RNA inh	6	10	-2	6	0	1	-5	-1	-3	-3
AGP1-GFP MLPCN	103	88	94	104	93	98	100	95	105	99
CIT2 TOR yeast	109	93	103	103	117	101	101	95	94	104
Fam108B inh	5	-3	-2	-6	-2	-7	-1	/	3	2
BCLXL inh	3	-3	4	2	3	3	4	-1	-3	1
MEX-5 binding	1.5	-4.6	1.9	0.2	/	0.8	2.1	/	-1.1	-0.3
MCL1 BIM primary	4	-2	5	-4	3	7	7	0	0	4
GRK2 inh	0	0	2	0	0	0	0	3	0	0
VLA-4 inh	20	-7	2	3	11	0	13	-7	4	12

31: COc1ccccc1NC(=O)N1c2ccccc2NC(=O)CC1C (stereo unspecified)
32: Cn1nc(C(=O)OCC(=O)Nc2ccccc2[N+](=O)[O-])c2ccccc2c1=O
33: Cc1ccc(S(=O)(=O)N(C)Cc2nc(-c3ccncc3)no2)cc1
34: O=C(NN1CCOCC1)c1ccccc1F
35: N/C(=N\OC(=O)c1cccc2ccccc12)c1ccccn1
36: COc1ccc(-c2csc(NC(=O)CSc3nnc(Nc4ccccc4C)s3)n2)cc1
37: C=C(C)Cn1c(-c2cccs2)n[nH]c1=S
38: Cc1ccc(SCC(=O)OCC(=O)NCC2CCCCC2)cc1C
39: O=C(O)CSc1c2c(nc3cc(C(=O)Nc4cccc(C(F)(F)F)c4)ccc13)CCC2
40: CCOC(=O)COc1ccc(Br)cc1/C=C1\SC(N)=NC1=O
entry no.	31	32	33	34	35	36	37	38	39	40
GLD-1 RNA inh	1	-3	6	-2	-3	-4	6	10	-3	-1
AGP1-GFP MLPCN	95	101	101	96	72	99	95	110	104	97
CIT2 TOR yeast	89	94	105	94	100	96	102	103	108	99
Fam108B inh	-1	/	1	4	0	-8	-12	0	-14	-1
BCLXL inh	2	-5	-2	0	1	-1	-17	-1	6	-10
MEX-5 binding	0.2	/	-0.5	1.0	/	1.2	0.9	-1.9	-0.1	-3.6
MCL1 BIM primary	6	-8	-5	-5	4	-6	-19	-7	11	-11
GRK2 inh	4	2	1	4	3	0	4	0	1	0
VLA-4 inh	20	0	-25	7	0	-7	15	-1	-2	17

# Arranged by molecular weight (falling): some entries from above.
36: COc1ccc(-c2csc(NC(=O)CSc3nnc(Nc4ccccc4C)s3)n2)cc1
11: CCN(CC)c1ccc(C(=O)NNC(=O)c2ccc3c(=O)n4c(nc3c2)CCC4)cc1
32: Cn1nc(C(=O)OCC(=O)Nc2ccccc2[N+](=O)[O-])c2ccccc2c1=O
29: Cc1[nH]c2ccc(C(=O)OC(C)C(=O)NCc3ccccc3)cc2c1C (stereo unspecified)
38: Cc1ccc(SCC(=O)OCC(=O)NCC2CCCCC2)cc1C
20: Cc1ccc(Nc2ncnc3sc(C)c(C)c23)cc1
37: C=C(C)Cn1c(-c2cccs2)n[nH]c1=S
entry no.	36	11	32	29	38	20	37
GLD-1 RNA inh	-4	4	-3	-3	10	5	6
AGP1-GFP MLPCN	99	105	101	105	110	89	95
CIT2 TOR yeast	96	96	94	94	103	88	102
Fam108B inh	-8	/	/	3	0	-1	-12
BCLXL inh	-1	3	-5	-3	-1	3	-17
MEX-5 binding	1.2	/	/	-1.1	-1.9	-0.2	0.9
MCL1 BIM primary	-6	12	-8	0	-7	-1	-19
GRK2 inh	0	0	2	0	0	0	4
VLA-4 inh	-7	10	0	4	-1	15	15

# Continuation:
41: Cc1ccc(S(=O)(=O)N2CCN(S(C)(=O)=O)C2C)cc1 (stereo unspecified)
42: Cc1nc(COc2ccc(C(=O)Nc3ccccc3N3CCOCC3)cc2)cs1
43: CC(C)(C)c1nc(-c2ccccc2)nc2c1OCCC2
44: CC1=C([N+](=O)[O-])C(c2ccccc2C(F)(F)F)NC(=O)N1C (stereo unspecified)
45: CN(C)C(=O)C[n+]1cccc(/C=N/O)c1
46: C#CCSc1[nH]c(=O)cc(C)c1C#N
47: CCOc1ccc(N2CC(C(=O)Nc3ccccc3F)CC2=O)cc1 (stereo unspecified)
48: CCOC(=O)CC/C(C)=N\N=C1\SC(CC(=O)O)C(=O)N1c1ccccc1 (stereo unspecified)
49: Cc1cc(NC(=O)Cn2c(C)nc3ccccc3c2=O)ccc1Br
50: Cc1cccc(CSc2ncc(CO)n2C)c1
entry no.	41	42	43	44	45	46	47	48	49	50
GLD-1 RNA inh	-5	-4	-8	1	11	7	-1	3	-1	2
AGP1-GFP MLPCN	105	104	92	99	99	108	108	97	102	94
CIT2 TOR yeast	92	108	131	96	105	113	104	86	93	95
Fam108B inh	-4	2	3	-3	3	2	5	-1	-6	-2
BCLXL inh	0	8	9	9	24	5	5	0	3	2
MEX-5 binding	0.8	0.0	-0.1	/	-3.6	-5.9	0.3	-2.3	-1.1	0.1
MCL1 BIM primary	3	13	14	10	28	5	0	1	7	9
GRK2 inh	0	1	0	0	2	3	0	0	0	2
VLA-4 inh	7	-5	-3	21	6	2	5	8	13	-1

51: CCCCNC(=O)CSc1nc2n[nH]c(C)c2c(=N)n1-c1cccc(Cl)c1C
52: CCNC(=S)N1CCN(CC(=O)Nc2ccc(Br)cc2)CC1
53: COc1ccc(-c2csc3ncnc(N4CCN(S(=O)(=O)c5cccc(F)c5)CC4)c23)cc1
54: Cc1ccccc1-n1ccnc1SCC(=O)NC1CCCC1
55: O=C(COC(=O)CNS(=O)(=O)c1ccc(F)c(F)c1F)NC1CC1
56: O=C(CSc1nc2ccccc2c(=O)n1CCCO)N1CCc2ccccc21
57: S=c1[nH]nc(-c2cccc(Cl)c2)n1/N=C/c1ccc(-c2ccccc2Br)o1
58: CC(=O)N1CN(S(=O)(=O)c2ccc(C)cc2)CC1C (stereo unspecified)
59: CN(CC(=O)Nc1ccc(OC(F)F)cc1)S(=O)(=O)/C=C/c1ccccc1
60: O=[N+]([O-])c1ccccc1S(=O)(=O)N1CCN(S(=O)(=O)c2ccc3c(c2)OCCO3)CC1
61: O=C(c1ccco1)N1CCN(C(=O)C2CCN(S(=O)(=O)c3cccs3)CC2)CC1
entry no.	51	52	53	54	55	56	57	58	59	60	61
GLD-1 RNA inh	7	2	-4	3	0	-2	-8	-1	3	0	-2
AGP1-GFP MLPCN	99	106	116	101	105	94	98	103	97	94	98
CIT2 TOR yeast	104	108	98	101	104	95	96	98	99	94	92
Fam108B inh	-2	4	-4	0	2	-1	1	1	/	/	0
BCLXL inh	3	-2	-5	2	-7	-9	-18	4	/	/	-6
MEX-5 binding	-1.2	0.3	-0.4	-2.0	1.7	-1.0	-4.0	3.1	/	/	3.0
MCL1 BIM primary	3	9	-6	-1	-13	-24	-7	4	/	/	5
GRK2 inh	0	0	9	49*	0	0	3	2	0	0	0
VLA-4 inh	-1	10	6	12	6	5	0	-5	-5	0	9
